# GLP1R inv ag – qHTS of GLP-1 Receptor Inverse Agonists (Inhibition Mode); Glucagon-like peptide 1 receptor (Homo sapiens), P43220; HEK293 GLP-1R CRE-luciferase, luminescence, 24 h; GLP-1R form is constitutively active; Potency, µM (titrated, usually from 38.3 µM), inactives show at the highest dose activity change, negative = inhibition, actives largely listed as inhibitors; 410,000 tested, 1.6% active; note: potency is the fitted concentration of half-maximal effect; % is set by controls: 0 for no effect and ±100 for the full control effect; nearly all actives have a fitted effect of over 55% in size
# Target sequence (P43220 whole entry, looked up): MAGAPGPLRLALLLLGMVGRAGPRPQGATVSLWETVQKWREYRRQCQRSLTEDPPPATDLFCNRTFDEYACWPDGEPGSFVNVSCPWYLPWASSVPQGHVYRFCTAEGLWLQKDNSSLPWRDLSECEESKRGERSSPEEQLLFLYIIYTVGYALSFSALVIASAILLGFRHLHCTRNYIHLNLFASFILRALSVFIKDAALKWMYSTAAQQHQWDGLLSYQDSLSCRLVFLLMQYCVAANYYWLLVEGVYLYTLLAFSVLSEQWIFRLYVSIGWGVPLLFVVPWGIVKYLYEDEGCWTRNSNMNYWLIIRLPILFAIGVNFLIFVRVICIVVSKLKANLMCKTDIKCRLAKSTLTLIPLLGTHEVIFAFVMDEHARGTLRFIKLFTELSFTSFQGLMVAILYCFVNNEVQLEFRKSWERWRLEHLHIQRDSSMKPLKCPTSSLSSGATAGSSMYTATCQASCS
#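 Seeding at 200 cells/uL, 12 h culture, 24 hr compound treatment, then luciferase reagent and a luminescence read; cells are HEK293 stably expressing a constitutively active GLP-1R plus cAMP-responsive luciferase.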
# IL2 activator – qHTS of IL-2 Activators; IL-2 activation reporter assay, cell-based qHTS; stimulated with anti-CD3/CD4/CD28 beads; in transgenic mouse T cells; activation, % (series mostly up to about 46 µM); 360,000 tested, 0.065% active; AID 652025, 2013; in the data active = activation above about 50%; inconclusive = mostly about 30% to 49%; note: 0% is about no effect
#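 Readout: EGFP and DsRed signals by fluorescent plate cytometry. Unstimulated transgenic mouse T cells received compound 60 min before antibody-bead stimulation, then incubated 18 h at 37 degrees C.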
# GLP1R ag – qHTS of GLP-1 Receptor Agonists; HEK293 GLP-1R CRE-luciferase, luminescence, 4-6 h; cells express a hypersensitive GLP-1R form; Potency, µM (series often up to 45.6 µM), for the others: top-dose activation, usual class: activators; 380,000 tested, 0.007% active; AID 624172, 2012; note: potency is the fitted concentration of half-maximal effect; % of control where 0% means no effect
# EPAC1 agonist – qHTS for Agonist of cAMP-regulated guanine nucleotide exchange factor 3 (EPAC1): primary screen; 360,000 tested, 0.073% active; Rap guanine nucleotide exchange factor 3 (Homo sapiens), O95398; EPAC1 agonist qHTS, biochemical assay; response scale: 100% = response to 6.5 mM cAMP; Potency, µM (doses to about 154 µM), for the others: top-dose activation, most hits filed as activators; AID 720707, 2013; note: potency is the fitted concentration of half-maximal effect; nearly all actives have a fitted effect of over 60% in size
#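 EPAC1 100 nM, Rap1B–BODIPY-GDP 250 nM, unlabeled GDP 50 uM; compound titration; 5 min RT; kinetic read ex480/em540 at 5-min intervals ×30 min; data normalized to 6.5 mM cAMP agonist control.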
# PLK1 PBD inh – qHTS for Inhibitors of PLK1-PDB (polo-like kinase 1 - polo-box domain): Primary Screen; Plk1 PBD binding of FITC phosphopeptide, fluorescence polarization; 360,000 tested, 2.8% active; Serine/threonine-protein kinase PLK1 (Homo sapiens), P53350; Potency, µM, without a hit: max response, negative = inhibition, most hits filed as inhibitors; note: potency is the fitted concentration of half-maximal effect; series mostly up to about 57 µM; % is set by controls: 0 for no effect and ±100 for the full control effect; nearly all actives have a fitted effect of over 65% in size
# Target sequence (P53350 whole entry, looked up, the tested form may be a part): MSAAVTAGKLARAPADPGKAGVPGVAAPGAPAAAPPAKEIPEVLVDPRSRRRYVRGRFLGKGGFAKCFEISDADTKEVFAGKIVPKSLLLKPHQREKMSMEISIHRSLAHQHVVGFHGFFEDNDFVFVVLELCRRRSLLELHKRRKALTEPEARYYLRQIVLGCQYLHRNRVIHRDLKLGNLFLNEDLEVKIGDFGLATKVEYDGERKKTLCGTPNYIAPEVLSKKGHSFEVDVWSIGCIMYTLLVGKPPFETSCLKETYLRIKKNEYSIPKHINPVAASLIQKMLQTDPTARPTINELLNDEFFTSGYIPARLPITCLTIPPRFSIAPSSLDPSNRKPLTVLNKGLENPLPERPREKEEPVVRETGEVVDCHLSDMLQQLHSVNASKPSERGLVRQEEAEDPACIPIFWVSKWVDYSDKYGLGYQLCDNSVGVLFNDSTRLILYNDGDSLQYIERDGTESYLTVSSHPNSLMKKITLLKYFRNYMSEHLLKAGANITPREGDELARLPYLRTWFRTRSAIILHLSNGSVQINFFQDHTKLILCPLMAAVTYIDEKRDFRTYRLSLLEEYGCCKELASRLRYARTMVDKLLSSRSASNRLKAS
# PI5P4K alpha inh – qHTS for Inhibitors of phosphatidylinositol 5-phosphate 4-kinase (PI5P4K). max response, %. PI5P4Kalpha enzyme, ADP-Glo luminescence, 60 min; hits give low values. 330,000 tested, 1.2% active; active = max response of -50% or lower; inconclusive = between -30% and -50%; inactive = -30% or higher; note: value at the top dose of about 77 µM; % is set by controls: 0 for no effect and ±100 for the full control effect
#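 qHTS, 1536-well: enzyme/substrate mix, compound by pin tool, 5 microM ATP final; RT 60 min; ADP-Glo reagents 1 (45 min) then 2 (30 min); luminescence.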
# PTHR1 ag – qHTS for PTHR1 Agonists: Primary Screen | Potency, µM (top dose mostly 115 µM), inactives show top-dose activation, most hits filed as activators | HEK293 GP2 PTHR1 cells, GloSensor cAMP luminescence, 1 h | 410,000 tested, 0.075% active | AID 743266, 2014 | Parathyroid hormone/parathyroid hormone-related peptide receptor (Homo sapiens), Q03431; note: potency is the fitted concentration of half-maximal effect; nearly all actives have a fitted effect of over 55% in size; some results filed as inactive show a strong effect at the top dose; inactives centre near -15; many of its hits are not listed in these tables
#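 HEK-293-derived GP2 cells expressing PTHR1 and a GloSensor cAMP reporter, 3,000/well, plated overnight, given luciferin plus IBMX (each 0.5 mM as added) for 1 h at 37 °C, then compound for 1 h at 37 °C. Luminescence was read after 15 min at room temperature.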
# EPAC1 antag – qHTS for Antagonist of cAMP-regulated guanine nucleotide exchange factor 3 (EPAC1): primary screen. AID 720709, 2013. 360,000 tested, 0.14% active. EPAC1 GEF assay, Rap1b-BODIPY-GDP exchange fluorescence. Potency, µM (highest dose often 115 µM), for the others: at the highest dose activity change, negative = inhibition, most hits filed as inhibitors;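 note: potency is the fitted concentration of half-maximal effect; plate controls were vehicle for no effect and positive control for full effect; nearly all actives have a fitted effect of over 50% in size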
# HEK293 tox – qHTS of GLP-1 Receptor Inverse Agonists: Cytotox Screen | 410,000 tested, 0.13% active | Potency, µM (top dose mostly 38.3 µM), without a hit: at the top dose activity change, negative = inhibition, actives largely listed as inhibitors | AID 624418, 2012 | HEK293 cAMP-luciferase reporter cells, luminescence, 24 h;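 note: loss of luciferase light is scored as toxicity; potency is the fitted concentration of half-maximal effect; % is set by controls: 0 for no effect and ±100 for the full control effect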
#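 Cells in DMEM/10% Nu serum/1% pen-strep, 1536-well format. Pre-incubated 12 h, dosed with 23 nL compound, incubated a further 24 h. Luciferase detection, 12 min at room temp, luminescence.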
# The depositor's hits bear a star; i = inactive; ? = inconclusive; · = not tested or not shown; & = joins results of further samples; [ ] = dose if it differs, or a comment. Unless noted, calls come from the whole dose curve; as a rule, active = well fitted curve in the direction sought with a large enough effect; inconclusive = small, poorly fitted or top-dose-only effect, or another doubt; inactive = no such curve, though single readings can be large; an effect the other way counts as inactive or inconclusive. These rows are one share of the data (hit frequency here may not be typical).
SMILES,GLP1R inv ag,IL2 activator,GLP1R ag,EPAC1 agonist,PLK1 PBD inh,PI5P4K alpha inh,PTHR1 ag,EPAC1 antag,HEK293 tox
Cn1c(=O)c2c(nc(SCC(=O)NCc3ccc4c(c3)OCO4)n2Cc2ccc(Cl)cc2)n(C)c1=O,0%,1.9,6%,-4%,-16%,·,i,-10%,-2%
Cc1nn(-c2cc(N3CCNCC3)ccc2[N+](=O)[O-])c(=O)c2ccccc12,-30%,3.0,16%,-4%,-4%,-9,i,-4%,-6%
O=C(Nc1ccc(-n2ccnc2P(=O)(O)c2ccccc2)cc1)c1ccccc1Br,-6%,-5.0,4%,4%,-26%,3,i,-24%,27%
CCOC(=O)c1ccc(NC(=O)C2CC2)cc1,9%,-3.3,8%,-2%,-5%,·,-2%[57.5 µM],7%,-17%
CCOc1ccccc1N1CCN(S(=O)(=O)c2ccc3c4c(cccc24)C(=O)N3)CC1,3%,-1.2,1%,14%,-9%,?,-12%,-6%,21%
COc1ccccc1OCCn1cc(C=O)c2ccccc21,2%,-0.8,14%,-4%,-1%,-5,-5%,-20%,6%
Cc1csc2nc(CSc3nc4ccccc4o3)cn12,25%,-0.8,11%,-2%,-17%,2,-23%,6%,-1%
Cc1ccc(N2CC(C(=O)Nc3cc(Cl)ccc3-n3cncn3)CC2=O)cc1 (stereo not given),11%,-1.4,5%,-10%,-8%,3,i,-4%,0%
COCCCN(C(=O)CSc1nc2ccccc2c(=O)n1C)c1c(N)n(Cc2ccccc2)c(=O)[nH]c1=O,9%,-0.3,1%,1%,-6%,-2,i,12%,-2%
Cn1c(O)c(N=NC(=O)c2cc(-c3cccs3)nc3ccccc23)c2ccccc21,5%,-0.4,0%,1%,3%,1,-10%,-17%,-17%
CCOC(=O)C1CCN(C(=O)c2ccc(OC3CCN(C(=O)CCOC)CC3)cc2)CC1,5%,-0.5,3%,-18%,-9%,-6,-12%,-6%,11%
COc1ccc(-n2ncc3c(=O)n(CC(C)=O)cnc32)cc1,22%,-0.1,-7%,5%,-4%,0,-14%,-10%,-8%
COc1cc(NC2CCCCC2O)c2nc(-c3ccc(Cl)cc3)ccc2c1 (stereo not given),?,-4.6,22%,4%,-28%,23,-20%,-25%,41%[activator]
CC(=O)Nc1sc(NC(=O)c2ccc(C)cc2)nc1-c1cccs1,11%,-0.6,-11%,-12%,-2%,5,-12%[57.5 µM],-5%,-3%
COc1ccccc1NS(=O)(=O)c1ccc(N/N=C/c2c(C)nn(-c3ccccc3)c2N2CCCC2)c([N+](=O)[O-])c1,?,0.3,2%,13%,-10%,1,i,-9%,8%
O=C(O)CCCC(=O)NCCc1ccncc1,-3%,1.1,-3%,4%,-3%,-2,i,-18%,-7%
COc1cc(-c2cc(C(=O)Nc3nc4ccccc4s3)c3ccccc3n2)cc(OC)c1OC,-20%,-0.7,-2%,7%,-4%,13,i,-18%,4%
C/C(=N\NC(=O)c1cccc(N/N=C(\C)c2cc(O)ccc2O)c1)c1cc(O)ccc1O,?,4.6,14%,9%,-2%,-29,-16%,?,?
CN(Cc1cnn(C)c1)S(=O)(=O)c1cccc([N+](=O)[O-])c1,4%,3.1,5%,2%,0%,-6,i,-10%,3%
Cc1c(C#N)c(N)nc2c3c(sc12)NC(=O)CC3c1ccc(Cl)cc1 (stereo not given),31%[activator],1.0,?,-5%,-1%,-13,-36%[inhibitor],13%,-4%
C=CCSC1=NC(N)=C(C#N)C2(CCCCC2)C1C(N)=O (stereo not given),0%,0.7,-2%,-3%,-3%,·,-9%[57.5 µM],12%,8%
CC(C)CN1CCN(Cc2cc3ccccc3[nH]2)CC1CCO (stereo not given),-29%,-0.2,-5%,-6%,1%,1,i,-3%,1%
Cc1[nH]c2ccccc2c1C(=O)CN1CCCC1,3%,-2.3,0%,1%,-9%,·,-9%[57.5 µM],9%,7%
CN1CC(=O)N2[C@H]3c4ccccc4OC[C@@H]3[C@H](c3ccccc3)[C@]2(C)C1=O,-6%,-0.2,0%,-4%,-4%,1,i,-23%,4%
COC(=O)Cc1n[nH]c(=S)[nH]c1=O,0%,0.1,-13%,11%,-5%,·,-10%[57.5 µM],2%,-7%

# The listing continues.
SMILES,GLP1R inv ag,IL2 activator,GLP1R ag,EPAC1 agonist,PLK1 PBD inh,PI5P4K alpha inh,PTHR1 ag,EPAC1 antag,HEK293 tox
COC(=O)c1ccc(C(NC(=O)OCc2ccccc2)/C(C)=C/[C@@H](C)C(=O)NCc2ccc(-c3ccccc3)cc2)cc1 (stereo not given in full),?,0.4,-2%,-1%,-8%,1,i,-7%,7%
O=C(CNC(=O)c1ccccc1F)OCC(=O)N1CCCc2ccccc21,7%,-0.5,3%,3%,-7%,1,i,-5%,18%
CCc1cccc(CC)c1NC(=O)CO/N=C(\N)CC(=O)NC1CCCCC1,-2%,-1.0,6%,-3%,?,-5,-5%,-16%,-2%
Cc1cccc(NS(=O)(=O)c2ccc(Oc3ccccc3)cc2)n1,8%,0.4,0%,-5%,?,2,-13%,-9%,-3%
O=C1Nc2cc(C(=O)NCCCN3CCCC3)ccc2S/C1=C/c1ccccc1F,-16%,3.3,3%,-8%,-4%,-3,-4%,-6%,-4%
CC(C(=O)Nc1ccccc1-c1ccccc1)N1CCCCC1 (stereo not given),10µM*,0.4,0%,10%,-1%,4,-17%,-13%,4%
O=C(c1ccc(N2CCCC2)c([N+](=O)[O-])c1)N1CCc2ccccc2C1,4.5µM*,4.9,29%,7%,-6%,3,-19%,-28%,-35%
CC[N+]1(C)[C@@H]2CC[C@H]1CC(OC(=O)[C@H]1CCC(C(=O)OC3C[C@H]4CC[C@@H](C3)[N+]4(C)CC)(c3ccccc3)c3ccccc31)C2 (stereo not given in full),-11%,0.4,9%,-2%,-6%,-5,i,6%,-16%
COc1cc(F)ccc1-c1csc(C(C)(O)c2ccc(F)c(F)c2)n1 (stereo not given),?,-0.5,-2%,3%,-2%,35,i,0%,4%
COc1ccc(/C(N)=N/OC(=O)CN(C)S(=O)(=O)c2ccccc2)cc1,?,0.1,9%,-1%,?,-11,-33%[inhibitor],?,17%
O=C(NCCc1ccccc1)c1ccc(-c2ccccc2Cl)o1,?,4.1,?,-5%,-16%,4,-12%,-17%,-3%
COc1ccc2oc(=Nc3cccc(F)c3)c(C(N)=O)cc2c1,-5%,-4.1,21%,-7%,-5%,-2,-5%,-4%,-15%
CCOC(=O)C(NC(=O)CC)(N1CCc2ccccc2C1)C(F)(F)F (stereo not given),-1%,-2.3,-5%,-3%,-12%,-2,-1%,1%,-8%
CS(=O)(=O)C1=NSC2=NC(=O)/C(=C\c3ccc(OC(=O)c4ccco4)c(Br)c3)C(=N)N21,18%,0.9,-6%,-10%,24µM*,-73*,i,-18%,4%
Cc1sc(N)c(C#N)c1C,32%[activator],0.0,0%,-3%,?,-28,-24%,-21%,20%
COc1cc(CN2CCc3ccccc3C2)cc([N+](=O)[O-])c1O,18%,-0.3,3%,4%,0%,-4,i,-5%,-10%
Cc1cc(C(=O)O)c(CSc2ncn[nH]2)o1,0%,-5.6,7%,5%,-10%,-7,-19%,6%,-5%
O=C(NN1C(=O)C2C(C1=O)C1C=CC2C12CC2)c1ccccc1 (stereo not given),10%,-2.1,-7%,-7%,-23%,7,-19%,1%,6%
CC(=O)N1CCCc2cc(S(=O)(=O)N3CCCC(C(=O)N4CCN(c5cccc(Cl)c5)CC4)C3)ccc21 (stereo not given),?,-1.3,-4%,6%,-5%,3,-45%&-58%[inhibitor],-4%,-18%&0%
C/C(CC(=O)Nc1cc(C)cc(C)c1)=N\NC(=O)c1ccccn1,-13%,-4.5,0%,11%,1%,4,i,-5%,-2%
C#CCOCCOCCOCCNc1nc(N2CCOCC2)nc(N2CCN(C(=O)[C@H]([C@@H](C)O)n3cc(CCCCN)nn3)CC2)n1,7%,-0.8,-1%,-4%,-18%,8,?,-10%,3%
Cc1ccc(-n2c(SCC(=O)N3CC(=O)Nc4ccccc43)nc3ccccc3c2=O)cc1,0%,-0.7,-1%,-1%,-8%,-15,-23%,-8%,-10%
Cc1ccc(N=Cc2cc(Cc3ccccc3Cl)cc([N+](=O)[O-])c2O)c(O)c1,?,-1.8,-1%,23%,?,-69*,-13%,?,-12%
CCOc1ccc(NC(=O)NCCN2CCN(c3ccccc3F)CC2)cc1,-25%&-3%,-0.9,-5%,-10%,0%,1,-4%,13%,-1%&-2%
O=C(Nc1ccccc1)Nc1ccccc1Br,9%[7.66 µM],-1.3,0%,-5%,-13%,2,-24%,-7%,8%[7.66 µM]
Cc1sc2ncnc(N/N=C/c3cccc(O)c3)c2c1C,16%,-4.7,24%,3%,3%,4,-15%,?,17%
CCN(CC)S(=O)(=O)c1cccc(-c2nnc(C(=O)c3ccc(C(F)(F)F)cc3)o2)c1,0%,-1.1,0%,-1%,2%,·,i,0%,-6%

# Screening data (PubChem)
